Assay outcomes deposited in PubChem by several laboratories.
SR-BI DiI inh = inhibitors of mouse SR-BI mediated HDL lipid uptake; ldlA[mSR-BI] CHO cells, DiI-HDL uptake fluorescence, 3 h; hit rate 0.96% among 320,000; inhibition, % at 12.5 µM; Q61009;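 active means mean replicate inhibition of at least 70% and a set share of replicates each scoring 70 or more; inconclusive means meets just one of the two criteria; inactive means fails both criteria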;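 further: 0% = median of neutral control wells and 100% = median of positive control wells; values of inactives mirror those of a sister screen read the other way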
dFosB act = mouse delta FosB homodimer activation | purified delta FosB, TAMRA-CDK5 oligo fluorescence polarization; percent of positive-control signal above neutral wells | hit rate 0.99% among 340,000 | activation, % at 25 µM | AID 493131 | P13346;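 active means mean activation above about 17%, with every replicate also reaching it, limit read from the data, passing the limit was not always enough; inconclusive means only one of the two conditions met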;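 further: fluorescence polarization rise as delta FosB binds a TAMRA Cdk5 AP-1 oligo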
MITF act = activators of MITF-driven TRPM1 promoter activity in SK-MEL-5 cells; hit rate 0.75% among 300,000; SK-MEL-5 TRPM1-promoter luciferase, 24 h; % of positive control, neutral wells = 0; activation, % at 12.5 µM;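 active means mean activation of at least 80% with every replicate also reaching 80%; inconclusive means mean reaches 80% but some replicate falls short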;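 further: 0% = neutral control wells and 100% = parthenolide positive control wells; values of inactives mirror those of a sister screen read the other way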
SR-BI DiI-HDL act = SR-BI HDL lipid transfer activation. CHO ldlA[mSR-BI] cells, DiI-HDL uptake fluorescence, 3 h; 100 = double the neutral-control signal. activation, % at 12.5 µM. hit rate 0.096% among 320,000. AID 504775;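 active means mean replicate activation of at least 60% and every replicate at or above 60%; inconclusive means mean or all-replicate condition met, but not both; inactive means mean below 60% and not all replicates reaching 60%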;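 further: 0% = median plate neutral-control signal and 100% = twice that signal; values of inactives mirror those of a sister screen read the other way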
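Test system: SR-BI-overexpressing, LDLR-lacking CHO cells; Medium: Ham's F12 with 0.5% BSA, HEPES 25 mM, pH 7.4; Schedule: 3 h, 37 °C; Technique: bottom-read fluorescence, 550/595 nm.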
SUMO Mot1 rescue = inhibitors of SUMOylation pathway: yeast Mot1-301 growth rescue. growth rescue, % at 18.8 µM. S. cerevisiae Mot1-301 growth rescue, ATP luminescence, 38.5C; percent above DMSO median, 100 means doubled. AID 2716. hit rate 1% among 320,000;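 active means every valid replicate shows activation above 250% relative to neutral control wells; inactive means the rest, any valid replicate at or below 250%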;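 further: OY570 slx delta 5 strain wells were the positive control but not used for scaling; some compounds called inactive have numbers as strong as hits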
PKA-R1A act = activators of PKA-R1A complex; P00514+P68181; PKA-R1A dissociation, Cy5-IP20 fluorescence polarization; scaled: DMSO 0%, 113 µM cGMP 100%; activation, % at 11.4 µM; hit rate 0.083% among 340,000; AID 504707;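 active means percent activation above the mean of all tested compounds plus 3 SD, cut at about 19% in these data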;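 further: higher means more PKAc released from R1A so a rise in polarization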
NSD2 HMT inh = inhibitors of human histone methyltransferase NSD2. O96028. NSD2 peptide methylation, AlphaScreen, 120 min. inhibition, % at 12.5 µM. hit rate 0.54% among 310,000. AID 743445; in the data active means inhibition above about 50%
PKA-R2B act = PKA-R2B complex activation. activation, % at 11.4 µM. P22694+P31323. hit rate 0.079% among 340,000. PKA-R2B holoenzyme dissociation, Cy5-IP20 fluorescence polarization; R2B truncated from residue 108, S112A mutant; 0% DMSO only, 100% 113 µM cGMP;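 active means activation above a cutoff set at the mean over all compounds plus 3 SD, cut at about 18% in these data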;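 further: higher means more holoenzyme dissociation and a rise in polarization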
Arrestin-AP2 inh = blocks beta-arrestin peptide binding to AP2 adaptin; FITC-arrestin peptide / GST-AP2 beads, flow cytometry; AP2 beta2 appendage carries R879A mutation; hit rate 0.31% among 340,000; AID 504490; inhibition, % at 10 µM;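 active means inhibition above a set limit, near 3 SD of compounds lacking own fluorescence, cut at about 54% in these data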;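 further: plate controls were DMSO wells for no effect and 5 µM unlabelled arrestin peptide for full effect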
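System: GST-AP2 R879A glutathione beads; medium: PBS, Tween 20 0.05%, BSA 0.1%; reagent: fluorescein-tagged arrestin peptide at 50 nM final; schedule: pre-incubation 12 min, peptide binding 1 h, room temperature; detection: flow cytometry, FL1 (488/535 nm); read-out: inhibition as reduced fluorescein signal on beads, percent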
CDK5 inh = blocks human CDK5/p35 kinase activity; Recombinant CDK5/p35, ADP-Glo luminescence, 60 min; hit rate 0.01% among 330,000; inhibition, % at 10 µM; Q00535+Q15078;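 active means highest replicate inhibition of at least 50% and at least 75% of replicates reaching 50%; inconclusive means only one of the two criteria met; inactive means both criteria failed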;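 further: plate controls were DMSO neutral control for no effect and GW8510 at 10 µM for full effect; many of its hits are not listed in these tables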
DSG3 Ab inh = blocks pemphigus antibody binding to human desmoglein-3; P32926; DSG3-coupled beads, scFv-anti-DSG3-GFP binding, flow cytometry; active compounds read low; binding (percent of control), % at 10 µM; hit rate 0.48% among 310,000; AID 588358;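 active means binding more than 3 SD below its plate's average and above zero; inconclusive means below that plate limit but binding exactly zero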;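 further: hits lower antibody fragment binding to DSG3; some compounds called inactive have numbers as strong as hits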
Target sequence (P32926 whole entry, looked up, the tested form may be a part): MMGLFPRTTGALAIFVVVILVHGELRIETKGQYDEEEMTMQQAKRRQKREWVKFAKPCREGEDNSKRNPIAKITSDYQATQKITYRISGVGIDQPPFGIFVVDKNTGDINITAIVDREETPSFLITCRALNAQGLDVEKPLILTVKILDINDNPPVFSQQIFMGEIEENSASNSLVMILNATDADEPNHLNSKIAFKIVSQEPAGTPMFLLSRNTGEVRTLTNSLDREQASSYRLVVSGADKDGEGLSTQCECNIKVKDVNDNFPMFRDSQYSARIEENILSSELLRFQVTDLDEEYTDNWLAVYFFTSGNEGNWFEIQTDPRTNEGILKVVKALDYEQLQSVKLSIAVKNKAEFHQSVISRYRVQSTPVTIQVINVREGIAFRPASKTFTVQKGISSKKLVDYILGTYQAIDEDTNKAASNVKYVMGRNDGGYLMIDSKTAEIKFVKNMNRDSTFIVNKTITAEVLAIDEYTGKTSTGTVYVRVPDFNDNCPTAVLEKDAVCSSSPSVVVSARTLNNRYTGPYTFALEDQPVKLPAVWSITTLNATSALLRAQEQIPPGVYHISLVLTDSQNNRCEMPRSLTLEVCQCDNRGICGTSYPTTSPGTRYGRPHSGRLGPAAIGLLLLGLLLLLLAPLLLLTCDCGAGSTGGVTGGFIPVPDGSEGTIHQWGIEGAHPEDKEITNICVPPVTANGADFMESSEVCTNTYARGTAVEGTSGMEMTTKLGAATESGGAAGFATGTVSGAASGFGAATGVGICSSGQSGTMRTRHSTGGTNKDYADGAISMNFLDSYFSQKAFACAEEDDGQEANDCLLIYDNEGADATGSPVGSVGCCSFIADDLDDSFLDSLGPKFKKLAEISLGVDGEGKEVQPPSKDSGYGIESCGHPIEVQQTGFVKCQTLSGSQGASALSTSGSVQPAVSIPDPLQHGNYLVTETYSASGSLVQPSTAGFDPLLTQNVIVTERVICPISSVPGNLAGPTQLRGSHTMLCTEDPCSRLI
An asterisk follows results filed as active; ? = inconclusive; . = no result given.

SMILES	SR-BI DiI inh	dFosB act	MITF act	SR-BI DiI-HDL act	SUMO Mot1 rescue	PKA-R1A act	NSD2 HMT inh	PKA-R2B act	Arrestin-AP2 inh	CDK5 inh	DSG3 Ab inh
CN(Cc1ccc(Cl)cc1Cl)C(=O)c1cccc(S(=O)(=O)N2CCN(c3ccccc3)CC2)c1	44	-10	-32	-44	-3	-4	-14	1	-2	-1.4	98
O=C(CCc1nc2ccccc2s1)Nc1ccccc1	-21	-10	8	21	-9	-3	-1	-1	16	0.0	130
Clc1ncnc2[nH]ccc12	11	3	14	-11	.	-9	28	-3	7	1.4	127
O=C(Nc1cccc(-n2cccn2)c1)C1CCCN(Cc2cc3ccccc3[nH]2)C1 (stereo not drawn)	10	0	-22	-10	.	4	1	-4	2	0.2	80
Cn1cnnc1SCC(=O)N1N=C2/C(=C/c3ccco3)CCCC2C1c1ccco1 (stereo not drawn)	-13	-9	-2	13	68	-7	4	-5	7	-1.3	102
CC(=O)Oc1ccccc1N(C(C)=O)S(=O)(=O)c1ccc(C)cc1	6	-3	8	-6	313	6	0	4	10	-1.2	111
COc1ccc(C(=O)OCc2c(C)noc2C)cc1	27	-3	6	-27	5	-11	-3	-5	-19	-1.6	112
CC1(c2cccc(Br)c2)NC(=O)N(CC(=O)Nc2ccc3c(c2)OCCO3)C1=O (stereo not drawn)	-8	-14	.	8	-10	-9	1	1	1	-4.0	105
CCc1c(O)nc(SCC(=O)Nc2nc3ccccc3s2)n(-c2ccc(C)cc2)c1=O	-28	8	.	28	-13	-13	-3	-4	11	5.6	108
CCOc1ccc(-c2nn3c(-c4ccc(F)cc4)nnc3s2)cc1	25	-1	13	-25	19	-3	-4	-4	2	-1.9	104
CCOC(=O)c1cnc2c(cnn2C)c1NCCC(O)C(F)(F)F (stereo not drawn)	-28	-7	-2	28	-2	0	-3	-3	5	1.6	102
Cc1ccc(NC2CCCN(C(=O)c3ccc(-n4ccnc4)cc3)C2)cc1C (stereo not drawn)	1	-15	10	-1	-3	-3	3	5	-11	0.0	.
CCNC(=S)NNC(=O)c1cc(-c2cccc(OC)c2)nc2ccccc12	-12	-8	5	12	-22	-9	0	-2	.	3.8	104
Cc1cc(C)c(S(=O)(=O)N(C)c2ccccc2)c(C)c1	13	-2	14	-13	5	-2	-6	-11	-13	-5.8	91
CCC1CCCCN1C(=O)CCS(=O)(=O)c1ccc2c(c1)CCN2C(C)=O (stereo not drawn)	-18	3	-9	18	-1	1	-3	-6	28	0.9	88
Cc1ccc(C(=O)COC(=O)c2ccc(O)cc2)cc1	-15	-2	?	15	1	-14	-2	-5	24	-0.4	102
CCN(CC)S(=O)(=O)c1ccc(C(=O)N2CCN(c3ncccn3)CC2)cc1	-19	6	-4	19	-3	1	2	-7	1	1.9	105
c1coc(-c2nnc3sc(C4CCCCC4)nn23)c1	-17	-17	.	17	27	-13	.	4	9	-0.1	100
O=C(CCC(=O)N1CCN(C2CCCC2)CC1)Nc1nnc(C(F)(F)F)s1	-5	-10	-19	5	.	-14	3	-5	4	-0.8	98
CC1(C)COC(c2cc3c(cc2Br)OCO3)OC1	8	7	-9	-8	.	1	-4	-14	6	-1.6	94
Cc1cn(CC(=O)NCc2ccccc2)c(=O)[nH]c1=O	14	-8	-6	-14	.	-4	.	-4	-14	1.1	102
CN(Cc1ccncc1)C1CC(=O)N(c2ccc(F)cc2)C1=O (stereo not drawn)	-12	-2	-9	12	9	-9	-2	-12	29	-0.3	83
O=C(NCCCN1CCOCC1)/C(=C/c1cccnc1)NC(=O)c1ccccc1	-26	-1	3	26	8	-5	-1	0	-13	0.1	103
COC(=O)COc1ccc(S(=O)(=O)N2CCCCCC2)cc1	-4	2	-6	4	675	-4	.	2	10	0.9	98
CN(C(=O)CSc1nnc(Cc2ccccc2F)n1N)C1CCCCC1	18	10	24	-18	-19	-1	18	6	24	0.6	.
COc1ccc(CCC(=O)N2c3ccccc3CC2C)cc1 (stereo not drawn)	9	0	47	-9	-5	1	35	3	-4	1.0	101
CC(=O)[C@@]1(O)CC[C@H]2[C@@H]3CCC4=CC(=O)CC[C@]4(C)[C@H]3[C@@H](O)C[C@@]21C	-2	0	12	16	3	-12	.	13	23	0.9	96
COC(=O)CCCC(=O)N1CCCC(N(C)CCc2ccccc2)C1 (stereo not drawn)	-12	-4	3	12	-11	3	10	0	30	-0.3	95
Cc1nnc(SCC(=O)NNC(=O)c2ccco2)n1-c1cccc(Cl)c1	-24	2	.	24	-7	-3	-29	-4	1	-7.2	97
CN1CCN(CC(=O)NC2CCCCC2)CC1	-2	2	1	2	-9	-8	0	-17	-6	-0.8	100
Cc1ccc(/C=C2\SC(=S)N(CCCC(=O)N3CCOCC3)C2=O)cc1	-11	-12	-11	11	-10	1	-1	0	-7	-1.7	112
CC1CN(CCOCCSc2ccc(Cl)cc2)CC(C)O1 (stereo not drawn)	-23	3	.	23	42	1	0	0	2	-0.9	111
CCCS(=O)(=O)c1nc(S(=O)(=O)c2ccc(C)cc2)c(NCc2ccco2)s1	0	-7	10	0	-6	8	-3	5	-3	0.4	.
CCCCn1c2c(c(=N)c3c1CCC3)CCC2	9	-1	-31	-9	-9	-7	-2	-5	-6	-0.2	106
O=C(NCc1ccco1)c1ccc(Cl)cc1[N+](=O)[O-]	.	-4	-9	.	30	-6	-1	-3	-10	-0.5	96
COc1cc(S(=O)(=O)N2CCC(O)(c3cccc(C(F)(F)F)c3)CC2)ccc1-n1cnnn1	6	0	-2	-6	-4	-7	-3	-4	2	-4.5	94

Among those listed so far, these contain bromine:
SMILES	SR-BI DiI inh	dFosB act	MITF act	SR-BI DiI-HDL act	SUMO Mot1 rescue	PKA-R1A act	NSD2 HMT inh	PKA-R2B act	Arrestin-AP2 inh	CDK5 inh	DSG3 Ab inh
CC1(c2cccc(Br)c2)NC(=O)N(CC(=O)Nc2ccc3c(c2)OCCO3)C1=O (stereo not drawn)	-8	-14	.	8	-10	-9	1	1	1	-4.0	105
CC1(C)COC(c2cc3c(cc2Br)OCO3)OC1	8	7	-9	-8	.	1	-4	-14	6	-1.6	94

More entries follow.
SMILES	SR-BI DiI inh	dFosB act	MITF act	SR-BI DiI-HDL act	SUMO Mot1 rescue	PKA-R1A act	NSD2 HMT inh	PKA-R2B act	Arrestin-AP2 inh	CDK5 inh	DSG3 Ab inh
COc1cccc(-c2nn(-c3ccccc3)cc2C(=O)n2nnc3ccccc32)c1	18	-6	.	-18	1	10	-2	-4	6	0.4	.
Cc1cc(C)c2c(c1)C1C=CCC1C(c1ccc(S(=O)(=O)N3CCOCC3)cc1)N2 (stereo not drawn)	-7	-1	-5	7	83	-12	1	-4	0	-1.2	106
COc1ccc(N=C2S/C(=C\c3ccc(OC(C)C(=O)O)c(OC)c3)C(=O)N2CCc2c[nH]c3ccccc23)cc1 (stereo not drawn)	75*	-18	-11	-75	.	-10	1	5	-16	2.1	101
Cc1c(C(=O)NN)nn(-c2ccc(F)cc2)c(=O)c1C#N	6	-4	-7	-6	189	5	-2	-3	7	-0.6	90
CN(CC1CCOCC1)C(=O)CC1C(=O)NCCN1Cc1ccc(F)c(F)c1 (stereo not drawn)	-14	-1	1	14	-15	1	13	1	-12	-3.0	.
O=C(c1cc([N+](=O)[O-])ccc1N1CCOCC1)N1CCCCC1	-31	4	11	31	1	-1	1	-7	1	0.7	.
CCOC(=O)C1CCN(Cc2coc3c(Cl)cc(Cl)cc3c2=O)CC1	6	-1	3	-6	-8	10	1	4	5	0.8	106
CC(O)CNc1nc2c(c(=O)n(Cc3ccc(Cl)cc3)c(=O)n2C)n1C (stereo not drawn)	-8	1	-3	8	-11	-8	-1	-1	16	-0.1	109
O=C1CCCC2=C1C(c1cccs1)n1nc(SCc3ccc(C(=O)O)cc3)nc1N2 (stereo not drawn)	.	4	4	.	53	-8	-6	-15	-11	0.4	89
Cc1cc(=O)oc2cc(Nc3ccccc3)ccc12	-30	-1	5	30	35	0	29	-6	-13	0.4	131
C/C(=N\NC(=O)c1nnn(-c2nonc2N)c1CN(C)c1ccccc1)c1ccccn1	-17	-5	-31	17	20	-23	.	-3	-28	-4.1	123
COc1ccc(CNC(=O)CSc2nc3ccccc3n2C(C)=O)cc1	12	2	.	-12	-8	0	-5	-6	9	-0.9	116
COc1ccc(C(C)=O)cc1CSc1nnc(C)s1	12	-3	-14	-12	-9	-1	-1	-7	0	0.7	101
O=C(c1cccc(S(=O)(=O)Nc2ccccc2Cl)c1)N1CCN(C(=O)c2ccco2)CC1	-27	-8	-6	27	-2	-9	-2	-1	-38	1.0	81
COc1ccc(N(CC(=O)Nc2ccc(C)cn2)S(=O)(=O)c2c(C)noc2C)cc1	-9	0	.	9	-25	12	1	-5	29	2.1	98
Cc1ccc(Nc2nc(Cl)nc3ncn(C)c23)c(C)c1	-3	0	4	3	.	2	1	6	15	1.0	94

Looked up above.
Cc1ccc(Nc2nc(Cl)nc3ncn(C)c23)c(C)c1 in PKA-R1A act is entered as 2
COc1ccc(N(CC(=O)Nc2ccc(C)cn2)S(=O)(=O)c2c(C)noc2C)cc1 in NSD2 HMT inh is entered as 1
COc1ccc(C(C)=O)cc1CSc1nnc(C)s1 in MITF act is entered as -14
